IDE cell inh – cellular human IDE inhibition; HEK cells, FAbetaB cleavage, fluorescence polarization; P14735; 320,000 compounds, 0.41% hits; inhibition, % at 5.59 µM; AID 434962;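 active means percent inhibition above the average of all tested compounds plus 3 SD, set per screening campaign, cut at about 16% in these data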;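 further: IDE supplied by intact live HEK cells; FP after avidin binding of uncleaved biotin substrate so inhibition keeps polarization high; 0% = DMSO wells and 100% = 60 µM reference IDE inhibitor Ii1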
CRFBP-R2 block – CRF-BP/CRF-R2 complex antagonism; HEK293 CRF-R2/CRF-BP, CRF-induced calcium fluorescence; inhibition, % at 11.8 µM; 350,000 compounds, 0.59% hits; AID 588475;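 active means inhibition of the ligand-induced calcium signal above about 50% at the single tested concentration, limit read from the data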
IDE cell activ – boosts human insulin-degrading enzyme activity in HEK cells. 340,000 compounds, 0.073% hits. AID 493087. activation, % at 5.96 µM. FAbeta-B cleavage, fluorescence polarization; 0% vehicle, 100% cell-free pure enzyme wells. P14735;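 active means activation above the mean of all tested compounds plus 3 SD, set per screening campaign, cut at about 17% in these data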
MEKK3 PB1 HTS – MEKK3-MEK5 PB1 interaction, increase or decrease. bead-based flow cytometry, Alexa488-MEK5 binding to MEKK3; actives lie on both sides; 0 = blocked by unlabeled MEK5, 100 = vehicle. binding response (% of control), % at 10 µM. 290,000 compounds, 1.4% hits. AID 1529;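 active means binding response more than 3 SD above or below the average of its plate-row segment, actives on both sides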;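 further: Alexa488 bead fluorescence after subtracting the streptavidin-only scavenger bead signal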
PHOSPHO1 inh – inhibitors of human PHOSPHO1 phosphatase; Q8TCT1; recombinant PHOSPHO1, absorbance phosphatase assay; 290,000 compounds, 1.1% hits; inhibition, % at 13.3 µM; AID 1565; in the data active means inhibition above about 60%
p-CIP stab down – lowers stability of the mouse p/CIP coactivator protein. Q05BA5. F442A p/CIP-EGFP cells, EGFP fluorescence, 16 h. decrease of EGFP signal, % at 10 µM. 290,000 compounds, 0.01% hits. AID 1984;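 active means EGFP signal decrease of at least 30% at 10 µM or well 3 SD below plate mean, unless failing retest; inactive means the rest, including hits failing retest or dose response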; further: some compounds called inactive have numbers as strong as hits; many of its hits are not listed in these tables
Target sequence (Q05BA5 1-1403): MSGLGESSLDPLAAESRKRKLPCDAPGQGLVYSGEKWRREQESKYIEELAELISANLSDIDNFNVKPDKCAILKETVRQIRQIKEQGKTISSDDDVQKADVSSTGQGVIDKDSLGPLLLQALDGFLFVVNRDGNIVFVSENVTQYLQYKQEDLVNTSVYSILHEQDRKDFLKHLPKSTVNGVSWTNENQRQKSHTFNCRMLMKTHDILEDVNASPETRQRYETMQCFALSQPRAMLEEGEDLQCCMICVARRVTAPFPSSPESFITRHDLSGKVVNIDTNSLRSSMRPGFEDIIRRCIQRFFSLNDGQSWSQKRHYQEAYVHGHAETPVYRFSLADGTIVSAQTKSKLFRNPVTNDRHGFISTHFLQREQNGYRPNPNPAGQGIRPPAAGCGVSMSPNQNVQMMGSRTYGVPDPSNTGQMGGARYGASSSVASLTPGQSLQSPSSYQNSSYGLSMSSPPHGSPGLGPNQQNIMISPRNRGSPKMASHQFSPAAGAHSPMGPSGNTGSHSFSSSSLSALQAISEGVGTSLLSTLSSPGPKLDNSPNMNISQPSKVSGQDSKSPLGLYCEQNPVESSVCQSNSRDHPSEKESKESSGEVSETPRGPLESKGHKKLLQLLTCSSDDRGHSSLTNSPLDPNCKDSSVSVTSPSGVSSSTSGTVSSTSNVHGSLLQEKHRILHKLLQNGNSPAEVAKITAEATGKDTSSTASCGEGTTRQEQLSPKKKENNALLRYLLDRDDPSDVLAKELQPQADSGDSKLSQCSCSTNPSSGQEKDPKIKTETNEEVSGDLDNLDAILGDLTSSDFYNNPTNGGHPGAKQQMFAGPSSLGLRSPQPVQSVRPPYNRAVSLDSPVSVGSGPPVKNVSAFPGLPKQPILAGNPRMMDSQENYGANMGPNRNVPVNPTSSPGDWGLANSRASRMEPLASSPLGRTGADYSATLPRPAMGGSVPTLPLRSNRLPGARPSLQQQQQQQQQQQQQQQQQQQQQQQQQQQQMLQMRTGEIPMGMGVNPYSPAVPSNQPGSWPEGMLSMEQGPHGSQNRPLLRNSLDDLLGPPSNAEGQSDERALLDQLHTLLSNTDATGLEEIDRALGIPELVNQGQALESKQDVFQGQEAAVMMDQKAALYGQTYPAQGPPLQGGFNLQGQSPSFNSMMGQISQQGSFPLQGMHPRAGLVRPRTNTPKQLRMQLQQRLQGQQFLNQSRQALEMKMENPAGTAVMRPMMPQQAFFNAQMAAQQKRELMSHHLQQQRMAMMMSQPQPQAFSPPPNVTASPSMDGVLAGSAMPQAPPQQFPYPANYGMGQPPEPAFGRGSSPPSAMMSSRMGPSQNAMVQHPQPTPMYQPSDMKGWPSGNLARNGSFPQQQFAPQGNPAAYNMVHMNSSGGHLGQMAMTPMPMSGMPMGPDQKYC
GalR3 antag – antagonists of human GalR3; HEK293 GalR3-CNG cAMP membrane potential fluorescence; galR3 body fused to GalR1 C-terminus; inhibition, % at 3 µM; 360,000 compounds, 0.44% hits;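 active means inhibition above the screen-wide average plus 3 SD, cut at about 13% in these data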;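 further: forskolin and galanin both at EC90 stimulate the cells; cAMP rise reported by CNG channel membrane potential dye signal; 0% = forskolin plus galanin with DMSO and 100% = forskolin alone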
CRFBP-R2 agonist – CRF-BP/CRF-R2 complex agonism | HEK293 CRF-R2/CRF-BP, calcium dye fluorescence (FLIPR); percent of saturating CRF peptide response | activation, % at 13.2 µM | 350,000 compounds, 0.46% hits | AID 588473;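 active means activation of at least 50%, plus an integration ratio under a set limit after plate pattern correction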;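 further: plate controls were neutral control wells without compound for no effect and CRF at EC100 for full effect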
M4 PAM – positive allosteric modulators of human muscarinic M4 receptor; CHO-K1 hM4/Gqi5, Fluo-8 calcium fluorescence, ACh EC20; 0% = ACh EC20, 100% = maximal ACh; activation, % at 3 µM; 360,000 compounds, 0.4% hits; AID 624126;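 active means activation above its plate's cutoff, the mean activation of sample wells plus 3 SD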; further: some results filed as inactive read as strong as hits
Numbers without * were called inactive; nt = not tested or not shown; [ ] = another dose, or the depositor's remark.

#1 COc1ccc(C2C(C(=O)Nc3cc(OC)c(OC)c(OC)c3)c3ccccc3C(=O)N2C)cc1OC (centres undefined)
#2 COc1ccc([N+](=O)[O-])cc1NCc1cccc([N+](=O)[O-])c1
#3 COc1cc(NC(=O)C2=C(C)OCCS2)c(Cl)cc1C(=O)NCCCN1CCCC(C)C1 (centres undefined)
#4 CC1CCN(C(=O)C(C)OC(=O)CSc2ccc([N+](=O)[O-])cc2)CC1 (centres undefined)
#5 CCN(CC)c1ccc(C(NC(C)=O)NC(C)=O)cc1
#6 S=C(Nc1ccccc1Cl)NC1CCN(Cc2ccccc2)CC1
#7 CN(C)CCN(C(=O)c1ccc2ccccc2c1)c1nc2ccc(Br)cc2s1
#8 CS(=O)(=O)N(CC(=O)N/N=C/c1ccccc1C(=O)O)c1cccc(Cl)c1Cl
Assay by compound | 1 | 2 | 3 | 4 | 5 | 6 | 7 | 8
IDE cell inh | 3 | -12 | nt | -1 | -7 | -2 | -12 | 2
CRFBP-R2 block | 3 | 15 | 7 | 10 | -1 | -27 | -29 | -5
IDE cell activ | 5 | 4 | nt | -2 | 0 | 7 | 4 | 1
MEKK3 PB1 HTS | 90 | 102 | nt | nt | 98 | 69*[inhibitor] | 106 | 91
PHOSPHO1 inh | 20 | 3 | nt | nt | 23 | -11 | 17 | -5
p-CIP stab down | -4 | 11 | nt | nt | -4 | -5 | 2 | 1
GalR3 antag | 0 | -4 | -9 | -3 | -3 | -13 | -11 | 6
CRFBP-R2 agonist | -1.1 | 0.2 | 2.3 | -0.8 | 1.0 | 0.1 | 4.6 | 2.8
M4 PAM | 5 | -2 | -4 | 4 | 7 | 1 | 0 | -1

#9 Cc1cc(S(=O)(=O)Nc2ccc(C(=O)NC3CC3)cc2)ccc1F
#10 Cc1c(C(=O)O)cccc1[N+](=O)[O-]
#11 Cn1c(NC(=O)c2ccc(C(C)(C)C)cc2)cc(=O)n(C)c1=O
#12 NS(=O)(=O)c1ccc(CCNC(=O)C2COc3ccccc3O2)cc1 (centres undefined)
#13 Cc1nc(Cl)sc1C(=O)Nc1cccc(Cl)c1C
#14 Cc1ccc(N(C(=O)CCC(=O)Nc2nccs2)C(C(=O)NC(C)(C)C)c2ccc(O)cc2)cc1 (centres undefined)
#15 CNC(=O)C[C@H]1C(=O)N(C2CCCCC2)C[C@@H]1c1ccc(Br)cc1
#16 O=C(NCc1ccccc1Cl)C1CCN(S(=O)(=O)c2cccs2)CC1
Assay by compound | 9 | 10 | 11 | 12 | 13 | 14 | 15 | 16
IDE cell inh | nt | 1 | -1 | nt | -4 | 1 | nt | 0
CRFBP-R2 block | 9 | 32 | -14 | -4 | -5 | -15 | -15 | 9
IDE cell activ | nt | 7 | 3 | 1 | 2 | 0 | nt | 5
MEKK3 PB1 HTS | nt | nt | 101 | 106 | 106 | 98 | nt | 98
PHOSPHO1 inh | nt | nt | 40 | 19 | -3 | 2 | nt | 40
p-CIP stab down | nt | nt | 8 | -12 | -10 | 6 | nt | -1
GalR3 antag | -9 | 0 | 3 | -2 | -4 | 3 | -5 | -3
CRFBP-R2 agonist | -1.0 | -0.8 | 2.2 | 0.8 | 1.3 | -0.3 | -0.9 | 0.0
M4 PAM | 6 | 5 | -6 | -2 | 5 | 2 | 3 | -2

#17 Cc1cc2ncn(-c3ncnc4sc5c(c34)CCCC5)c2cc1C
#18 COc1ccc(N2CCN(C(=O)COC(=O)[C@@H](NC(=O)c3ccccc3Cl)C(C)C)CC2)cc1
#19 O=C(COc1ccc(Cl)cc1Cl)N(C1CCCCC1)C1CCS(=O)(=O)C1 (centres undefined)
#20 CN(C)S(=O)(=O)c1ccc(Cl)c(NC(=O)CSc2nnnn2-c2ccc(O)cc2)c1
#21 Cc1c(C(=O)N(C)C)c2ccc(Cl)cc2n1O
#22 COc1cccc(OC)c1C(=O)N1CCNCC1
#23 CN(C)S(=O)(=O)c1cccc(C(=O)N2CCc3ccccc32)c1
#24 Cn1nc(CC(=O)N2CCN(c3ccccc3)CC2)c2ccccc2c1=O
Assay by compound | 17 | 18 | 19 | 20 | 21 | 22 | 23 | 24
IDE cell inh | 0 | nt | 1 | nt | 3 | -2 | 8 | 9
CRFBP-R2 block | -6 | -6 | -7 | -2 | 24 | 2 | -2 | 2
IDE cell activ | nt | 3 | 4 | -4 | 6 | -3 | 4 | -2
MEKK3 PB1 HTS | 102 | nt | nt | nt | 95 | 106 | 102 | 103
PHOSPHO1 inh | -71 | nt | nt | -10 | -3 | 19 | 22 | 16
p-CIP stab down | -39 | nt | nt | -26 | -9 | -5 | -10 | 5
GalR3 antag | -1 | -4 | -4 | -4 | -3 | -3 | -1 | 0
CRFBP-R2 agonist | -3.8 | -0.6 | 1.4 | -0.1 | 0.4 | -1.2 | 0.0 | -0.5
M4 PAM | nt | 8 | 7 | -8 | -4 | 2 | 7 | -14

#25 Cc1oc(-c2ccccc2F)nc1CSCC(=O)NC1CCCC1
#26 O=C(CSc1ncnc2sccc12)Nc1ccccc1
#27 Cn1c2ccccc2c2cnn(CC(=O)N3CCCCC3)c(=O)c21
#28 Cc1ccc(NC(=O)Cn2c(C)cc(C)c(C#N)c2=O)c(Cl)c1
#29 Cc1cccc(NC(=O)NCC(c2cccnc2)N2CCOCC2)c1 (centres undefined)
#30 COc1cc(OC)cc(C(=O)OCCCOC(=O)c2cc(OC)cc(OC)c2)c1
#31 Cn1cccc1C(C#N)c1ccccc1C#N (centres undefined)
#32 COc1ccccc1C1c2ccc3ccccc3c2Oc2ncn(CCCO)c(=N)c21 (centres undefined)
Assay by compound | 25 | 26 | 27 | 28 | 29 | 30 | 31 | 32
IDE cell inh | -2 | 2 | 2 | 7 | 6 | 2 | -6 | 1
CRFBP-R2 block | 6 | -1 | 7 | -17 | -19 | 0 | -8 | -22
IDE cell activ | 7 | -3 | 7 | -7 | 0 | 2 | 2 | 1
MEKK3 PB1 HTS | 102 | 103 | 101 | 110 | nt | 105 | 102 | 100
PHOSPHO1 inh | 34 | 16 | 37 | 10 | 32 | -1 | -8 | 1
p-CIP stab down | -3 | -9 | -7 | 0 | -8 | -1 | 3 | 2
GalR3 antag | -7 | -1 | -4 | -7 | -2 | -3 | -6 | nt
CRFBP-R2 agonist | 0.5 | -1.3 | -0.7 | 2.0 | 4.7 | 1.0 | 0.8 | -0.6
M4 PAM | -2 | 0 | 4 | 14 | 3 | -1 | -1 | -4

Some values from the results shown.
Cc1nc(Cl)sc1C(=O)Nc1cccc(Cl)c1C in GalR3 antag has -4
O=C(COc1ccc(Cl)cc1Cl)N(C1CCCCC1)C1CCS(=O)(=O)C1 (centres undefined) in IDE cell activ has 4

Following part.
#33 Nc1cccnc1Sc1cc(Cl)c(Cl)cc1Cl
#34 O=[N+]([O-])c1cc2c(cc1/C=N/Nc1nc(N3CCCC3)nc(N3CCCC3)n1)OCO2
#35 COC(=O)c1sc(N)c(C(=O)OC)c1CSc1nnnn1C
#36 O=C(Cn1c(=O)n(-c2ccc(F)cc2)c(=O)c2sccc21)N1CCCC1
#37 Cc1ccc(C(=O)NCC(=O)OC(C)C(=O)Nc2ccc(N(C)C)cc2)cc1C (centres undefined)
#38 O=C(/C=C/c1c(F)cccc1Cl)NCCCN1CCOCC1
#39 COc1ccc(C(NC(=O)c2ccccc2F)NC(=O)c2ccccc2F)cc1
#40 CCCN(CCC)CCCNC(=O)c1cc2c(=O)[nH]c3ccccc3c2n1C
Assay by compound | 33 | 34 | 35 | 36 | 37 | 38 | 39 | 40
IDE cell inh | 5 | -1 | 1 | 1 | -4 | -3 | -6 | -1
CRFBP-R2 block | 34 | 13 | -2 | -1 | -24 | -6 | -4 | -4
IDE cell activ | -1 | 5 | 5 | 8 | -3 | 3 | 2 | -1
MEKK3 PB1 HTS | 100 | 104 | 104 | 97 | 141* | 101 | 102 | 104
PHOSPHO1 inh | 23 | -17 | 10 | 13 | -23 | 28 | -1 | -16
p-CIP stab down | -15 | -16 | -11 | -5 | -12 | 6 | -2 | 12
GalR3 antag | -5 | -3 | 4 | -7 | -1 | 2 | 4 | -5
CRFBP-R2 agonist | -1.7 | -1.1 | -3.6 | 5.5 | -0.2 | -0.8 | 0.9 | 4.1
M4 PAM | 7 | -4 | 5 | 11 | 9 | 16* | -9 | -1

#41 Cc1ccc(S(=O)(=O)N2C[C@]3(O)C[C@@H]4C(=O)N(c5ccccc5)C(=O)[C@@H]4C[C@]3(OC(=O)NCc3ccccc3)C2)cc1
#42 CCN(CC)C(=O)c1ccc(-c2nnc(Nc3cccc(O)c3)c3ccccc23)cc1
#43 CCNC(=O)COc1ccc(OCc2ccccc2)cc1
#44 Cc1ccc(S(=O)(=O)NCc2ccccc2)cc1C(=O)NCC1CCCO1 (centres undefined)
#45 O=C(CSc1nnnn1-c1ccccc1)NCc1cccs1
#46 CC(C#N)N1CCN(S(=O)(=O)c2ccc3c(c2)CCC3)CC1 (centres undefined)
#47 COc1ccc(C)cc1NC(=O)C(NC(=O)c1cc(OC)c(OC)c(OC)c1)C(C)C (centres undefined)
#48 CCN(CC)C(=O)c1cnn(-c2ccccc2)c1NC(=O)c1cccs1
Assay by compound | 41 | 42 | 43 | 44 | 45 | 46 | 47 | 48
IDE cell inh | nt | 0 | -1 | 3 | -2 | 0 | -1 | 7
CRFBP-R2 block | 7 | 7 | 12 | -6 | 7 | 12 | -1 | 21
IDE cell activ | nt | 4 | -4 | 3 | 1 | -4 | 1 | 3
MEKK3 PB1 HTS | nt | 97 | 97 | nt | 100 | nt | 95 | 86
PHOSPHO1 inh | nt | 39 | 47 | nt | -1 | nt | 17 | 7
p-CIP stab down | nt | 4 | -3 | nt | 2 | nt | -22 | -14
GalR3 antag | -6 | -12 | 3 | -5 | -5 | -4 | 5 | -6
CRFBP-R2 agonist | 3.8 | -4.2 | -1.9 | -0.6 | -3.4 | -1.8 | 0.2 | 2.0
M4 PAM | -1 | -12 | 15 | 0 | 6 | 8 | 5 | 2

#49 COc1ccc(NC(=O)Nc2ccccc2C(=O)N2CCCC2)cc1
#50 CCCSc1nn2c(=O)c3ccccc3nc2s1
#51 CC(C)(C)NC(=O)C1N(c2cccnc2)C(=O)C2C(C(=O)Nc3ccccc3)C3(C)C=CC21O3 (centres undefined)
#52 O=C(N/N=C1\CC2CC=CC12)c1ccc(COc2ccccc2)cc1 (centres undefined)
#53 Cc1nc(NCCc2ccccc2)c(C#N)c(C)c1[N+](=O)[O-]
#54 CCN(CC)Cc1cc(C(C)(C)C)cc(N2CCOCC2)c1O
#55 COc1cccc(O)c1CN1CCC(n2nccc2NC(=O)c2ccc3c(c2)OCO3)CC1
#56 Cc1cccc2cc(CN(CCN3CCOCC3)C(=O)NCc3ccccc3)c(=O)[nH]c12
Assay by compound | 49 | 50 | 51 | 52 | 53 | 54 | 55 | 56
IDE cell inh | -2 | 7 | 1 | 2 | 9 | nt | 3 | -2
CRFBP-R2 block | 2 | -12 | 9 | 3 | -22 | 29 | -10 | 2
IDE cell activ | 5 | 3 | 8 | 0 | 3 | 5 | 2 | 1
MEKK3 PB1 HTS | 101 | 106 | 100 | 100 | 101 | nt | 102 | 98
PHOSPHO1 inh | -25 | -5 | -1 | 7 | 13 | nt | 38 | -42
p-CIP stab down | -19 | -18 | 1 | -5 | -17 | nt | 5 | 2
GalR3 antag | -2 | -2 | -1 | -2 | 1 | -4 | -1 | -2
CRFBP-R2 agonist | -1.5 | -1.4 | 0.9 | 1.5 | -0.6 | -0.3 | -0.7 | 1.2
M4 PAM | 3 | -1 | 9 | -5 | 1 | 7 | -3 | -7
